Screening results (PubChem BioAssay)
SENP6 block – SENP6 protease inhibitors, primary screen, biochemical, luminescence, uHTS; inhibition, % at 10 µM; Recombinant SENP6 catalytic domain, aminoluciferin luminescence; Sentrin-specific protease 6 (Homo sapiens), Q9GZR1; hit rate 1.8% among 330,000;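 active = inhibition above about 50% at the single tested dose, limit read from the data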;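 note: plate controls were DMSO wells with enzyme for no effect and DMSO wells lacking enzyme for full effect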
Target sequence (Q9GZR1 628-1112 limits assumed): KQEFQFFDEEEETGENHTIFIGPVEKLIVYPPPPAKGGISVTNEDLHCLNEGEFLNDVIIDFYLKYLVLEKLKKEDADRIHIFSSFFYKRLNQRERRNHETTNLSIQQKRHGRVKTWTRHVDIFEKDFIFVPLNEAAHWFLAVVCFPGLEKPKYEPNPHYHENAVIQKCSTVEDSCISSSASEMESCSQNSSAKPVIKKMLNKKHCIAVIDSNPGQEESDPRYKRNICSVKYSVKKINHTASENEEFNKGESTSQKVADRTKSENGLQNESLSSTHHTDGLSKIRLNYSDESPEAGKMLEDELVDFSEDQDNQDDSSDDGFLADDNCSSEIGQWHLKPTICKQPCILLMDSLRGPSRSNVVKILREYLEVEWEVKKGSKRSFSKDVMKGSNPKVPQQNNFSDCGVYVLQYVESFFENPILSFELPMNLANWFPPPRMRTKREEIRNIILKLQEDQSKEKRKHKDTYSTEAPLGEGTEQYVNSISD
PfGluPho inh – PfG6PD enzyme inhibitors, primary screen, biochemical, fluorescence intensity, uHTS | glucose-6-phosphate dehydrogenase-6-phosphogluconolactonase (Plasmodium falciparum 3D7) | PfGluPho enzyme, NADPH resazurin-diaphorase fluorescence | inhibition, % at 20 µM | hit rate 0.78% among 350,000 | AID 504690, 2011;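 active = inhibition reaching at least a set limit at 20 µM in the primary screen, cut at about 59% in these data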;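 note: 0% = DMSO wells with substrate and 100% = DMSO wells lacking glucose-6-phosphate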
SENP8 block-1 – human SENP8 protease inhibitors, primary screen, biochemical, fluorescence, Nedd8 protein substrate, uHTS; recombinant SENP8; hit rate 0.64% among 360,000; inhibition, % at 20 µM; AID 602440, 2012; in the data active = inhibition mostly above about 40%, no sharp cut-off; inactive = mostly below about 27%
Target sequence (Q96LD8 whole entry, looked up): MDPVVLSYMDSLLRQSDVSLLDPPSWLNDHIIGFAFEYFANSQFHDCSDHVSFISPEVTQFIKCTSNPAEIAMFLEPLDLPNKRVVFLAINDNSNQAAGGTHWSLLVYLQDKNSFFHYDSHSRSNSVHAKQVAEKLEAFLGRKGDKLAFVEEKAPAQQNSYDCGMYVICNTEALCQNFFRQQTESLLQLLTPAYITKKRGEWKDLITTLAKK
HKDC1 inh – HKDC1 hexokinase inhibitors, primary screen, biochemical, fluorescence, uHTS | Q2TB90 | recombinant HKDC1, G6PDH/diaphorase resazurin coupled fluorescence | inhibition, % at 20 µM | hit rate 0.16% among 340,000;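 active = inhibition above about 35% when tested at 20 µM, limit read from the data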;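 note: plate controls were DMSO wells with enzyme for no effect and DMSO wells lacking enzyme for full effect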
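Assay system – recombinant HKDC1 (HK5) hexokinase enzyme, produced in-house · Input – HKDC1 at 5 µg/mL · Reagent – glucose plus 1 mM ATP as hexokinase substrates · Timing – 90 min reaction incubation at room temperature, dark · Measured by – G6PDH/diaphorase-coupled fluorescence, 1 mM NADP, 100 µM resazurin, 525/613 nm · Benchmarks – DMSO-enzyme wells negative, buffer-substituted wells positive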
SENP1 FRET inh – human SENP1 catalytic domain inhibitors, primary screen, biochemical, FRET, uHTS. recombinant SENP1 catalytic domain, CyPet-SUMO1-YPet FRET cleavage. inhibition, % at 10 µM. hit rate 0.21% among 360,000. Sentrin-specific protease 1 (Homo sapiens), Q9P0U3;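 active = inhibition at least 30% at 10 µM, raw YFP signal under a set limit, fluorescence ratio 0.5 to 1.5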;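 note: 0% = enzyme with DMSO and 100% = no enzyme wells; some results filed as inactive read as strong as hits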
Target sequence (Q9P0U3 419-644 limits assumed): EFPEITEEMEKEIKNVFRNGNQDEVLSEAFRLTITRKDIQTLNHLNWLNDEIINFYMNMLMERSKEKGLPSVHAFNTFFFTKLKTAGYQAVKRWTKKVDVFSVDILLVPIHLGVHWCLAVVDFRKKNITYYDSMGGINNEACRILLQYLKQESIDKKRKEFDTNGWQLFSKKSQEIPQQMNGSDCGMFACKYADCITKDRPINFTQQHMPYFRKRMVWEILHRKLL
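Material – human SENP1 catalytic domain · Input – SENP1 enzyme, 20 pM final · Compound dosing – single concentration of 10 µM compound, 0.5% DMSO final · Timing – enzyme reaction for 50 min at room temperature, dark · Measured by – FRET fluorescence in CFP and YFP emission channels · Control set – no-enzyme wells low, DMSO-plus-enzyme wells high control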
SENP7 inh – SENP7 protease inhibitors, primary screen, biochemical, luminescence, uHTS. AID 434973, 2010. Sentrin-specific protease 7 (Homo sapiens), Q9BQF6. inhibition, % at 5 µM. hit rate 1.5% among 330,000. recombinant SENP7, Z-RLRGG-aminoluciferin luminescence, 40 min;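 active = inhibition above about 50% at the single test dose, limit read from the data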;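 note: plate controls were DMSO with enzyme for no effect and no enzyme buffer wells for full effect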
SENP8 block-2 – SENP8 protease inhibitors, primary screen, biochemical, luminescence; inhibition, % at 10 µM; purified SENP8, Z-RLRGG-aminoluciferin cleavage; hit rate 1.2% among 330,000; AID 2540, 2010; in the data active = inhibition above about 50%
Apaf-1 inh – inhibitors of human Apaf-1 apoptosome, primary screen, biochemical, DEVD-Rh110 fluorescence, uHTS. reconstituted apoptosome caspase-3 activity. hit rate 0.71% among 330,000. AID 489030, 2010. Apoptotic protease-activating factor 1 (Homo sapiens), O14727. inhibition, % at 20 µM; active = inhibition of at least 40% at 20 µM;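 note: plate controls were DMSO wells for no effect and DEVD-CHO caspase inhibitor wells for full effect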
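System: reconstituted apoptosome with Apaf-1, cytochrome c, caspase-9, procaspase-3, dATP; Signal: Rh110 fluorescence intensity; Schedule: 30 min compound preincubation, 50 min activation, room temperature; Reagent: cytochrome c trigger plus (Z-DEVD)2-Rh110 caspase-3 substrate.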
* = called active by the depositor; i = inactive; · = not tested or not shown.

structure	SENP8 block-1	SENP7 inh	SENP1 FRET inh	SENP8 block-2	Apaf-1 inh	HKDC1 inh	PfGluPho inh	SENP6 block
CCOC(=O)c1sc2nc(C)c([N+](=O)[O-])c(COC)c2c1N	18	8	1	0	13	5	-3	-1
Cn1cc(Br)c(C(=O)NC2C3CC4CC(C3)CC2C4)n1 (stereo unspecified)	11	10	0	1	-2	-6	8	-3
CC(=O)c1cnc(Nc2cccc(C)c2)s1	-360	22	1	5	4	-1	-6	10
COC(=O)c1sc2nc(-c3ccccc3)c3c(c2c1N)CCCC3	-293	-2	-25	-1	0	-1	-15	-8
CCn1c(COc2ccccc2)nnc1SCC(=O)C(C)(C)C	16	-11	1	-11	14	-5	-5	-12
Cc1ccc(NC(=O)CNCc2cccs2)c(Br)c1	17	7	4	-6	7	4	-12	2
CCOC(=O)C1CCCN(Cc2ccc(OC)cc2OC)C1 (stereo unspecified)	8	3	1	5	1	1	-15	6
CC(C)(C)CC(C)(C)NCC(O)COc1ccc2c(c1)CCC2 (stereo unspecified)	22	-1	0	0	6	3	0	4
CCOc1cc(/C=N/N2CCOCC2)ccc1OCc1ccc(C(=O)OC)o1	7	-8	4	-13	0	-4	3	-4
C=CCn1c(SCC(=O)N(C)C2CCCCC2)nnc1C1CC1	5	4	2	-3	9	-3	3	-2
CCc1ccc(C2=NN(CCC(=O)NCC3CCCO3)C(=O)CC2)cc1 (stereo unspecified)	4	-4	1	-2	-2	-4	-9	-14
Cc1cc(C)nc(NS(=O)(=O)c2ccc(NC(=O)c3cc(-c4ccccc4)nc4ccccc34)cc2)n1	-1	-1	-2	-2	16	-11	2	5
CCOc1cc(/C=C/C(=O)Nc2ccc(C(=O)NCCN(CC)CC)cc2)ccc1OCC(C)C	-407	-10	-2	-15	47*	7	10	-36
CCCCC(=O)Nc1cccc(NC(=O)CC)c1	20	14	3	0	0	-2	13	7
COc1ccc(NC(=O)CN(C)C(=O)c2cccnc2Sc2ccc(C)c(C)c2)cc1	8	6	1	0	5	-2	6	-8
CCc1ccc(N2C(=O)CN(Cc3ccccc3)C2=S)cc1	18	6	3	5	20	4	2	0
O=C(NN1C(=O)C2C3c4ccccc4C(c4ccccc43)C2C1=O)c1ccc(Cl)cc1 (stereo unspecified)	5	1	1	-3	4	-6	4	-11
CCCC1OC(c2ccco2)OCC1CC (stereo unspecified)	20	·	-1	·	·	-4	-18	·
O=C(CNC(=S)NC(=O)c1ccc(Cl)cc1)c1ccccc1	12	-4	2	2	3	-7	-4	-16
Fc1ccc(-c2nnn(Cc3nc4ccccc4s3)n2)cc1	-8	1	-2	-3	16	3	8	4
CCCCN(CC)CCCNC(=O)Cn1nc(Cc2cccnc2)c2ccccc2c1=O	21	-6	1	-7	3	-4	-19	-27
O=C(NN1CCOCC1)c1ccc(Cl)cc1	10	-2	1	-2	-3	5	-11	-3
CCCCc1cc(=O)oc2cc(C)cc(OCC(=O)NCc3cccnc3)c12	-155	-5	-1	0	0	1	-3	5
COc1cc(NC(=O)CN2C(=O)C(c3ccccc3)=NC23CCCCCC3)cc(OC)c1	4	6	3	-2	14	2	11	-7
Cc1oc(-c2ccccc2Cl)nc1CSCC(=O)NC1CC1	8	-7	-1	-5	-8	-1	12	-12

Single records, as listed above.
Profile of Cc1oc(-c2ccccc2Cl)nc1CSCC(=O)NC1CC1 → SENP8 block-1 = 8; SENP7 inh = -7; SENP1 FRET inh = -1; SENP8 block-2 = -5; Apaf-1 inh = -8; HKDC1 inh = -1; PfGluPho inh = 12; SENP6 block = -12
Profile of CCc1ccc(N2C(=O)CN(Cc3ccccc3)C2=S)cc1 → SENP8 block-1 = 18; SENP7 inh = 6; SENP1 FRET inh = 3; SENP8 block-2 = 5; Apaf-1 inh = 20; HKDC1 inh = 4; PfGluPho inh = 2; SENP6 block = 0

The list continues:
structure	SENP8 block-1	SENP7 inh	SENP1 FRET inh	SENP8 block-2	Apaf-1 inh	HKDC1 inh	PfGluPho inh	SENP6 block
CC(C)(C)c1ccc(OC(=O)c2ccccc2)cc1	28	49	3	27	11	-1	7	35
O=C(CSc1nnc(-c2ccncc2)n1C1CCCCC1)Nc1ccccc1	25	0	0	7	11	-2	1	-4
C/C(Cc1ccccc1)=N\NC(=O)CNC(=O)c1ccc2c(c1)OCCO2	15	-1	-1	1	-4	-1	-3	-10
Cc1nc(N)c(C#N)c(-c2cccnc2)c1C	-159	-5	3	5	-3	-2	-4	17
CCOC(=O)CSc1nnc(NC(=O)CN2CCCCC2)s1	11	6	1	-1	-3	-6	-5	-23
FC(F)(F)COc1nc(N2CCOCC2)nc(N(c2ccccc2)c2ccccc2)n1	13	3	4	4	21	2	0	14
COc1ccc(C)cc1NC(=O)CNC(C)C(=O)Nc1ccc(C(C)=O)cc1 (stereo unspecified)	13	-1	-2	-11	11	-2	1	-25
CC(C)C(=O)NC(Nc1cc(C(F)(F)F)ccc1Cl)C(Cl)(Cl)Cl (stereo unspecified)	11	5	2	-4	8	-6	10	-6
O=C(N1CCN(Cc2ccccc2)CC1)C12CC3CC(CC(C3)C1)C2	11	0	1	-8	9	1	-1	2
CCCCCn1c(=O)[nH]c2cc(C(=O)Nc3ccc(OC)cc3)ccc2c1=O	-9	7	5	3	3	-6	-12	-7
CCC(=O)c1cn(CC(=O)Nc2cc(C)ccc2C)c2ccccc12	8	-10	2	7	-1	1	-14	-1
Cc1nn(C(C)(C)C)c(C)c1/C=N/OC(=O)Nc1ccc(Cl)cc1	2	24	2	17	4	-2	10	25
CCOC(=O)c1nn(-c2ccc(Cl)cc2)c2nc(CC)c(C#N)c(=O)n12	-280	-5	-9	-9	16	-3	3	-15
C#CCOCCOCCOCCNc1nc(N2CCN(C(=O)[C@H]([C@@H](C)CC)n3cc([C@@H](N)CO)nn3)CC2)nc(N2CCN(C(=O)[C@H](Cc3cc4ccccc4[nH]3)n3cc([C@@H](N)Cc4ccc(O)cc4)nn3)CC2)n1	·	-8	·	-12	57*	·	·	-20
CCN(CC)C(=O)Cn1cc(C(=O)C(=O)N2CCc3ccccc32)c2ccccc21	-2	-11	-2	-10	9	-3	6	5
CCn1cc(-c2cc(C(=O)O)on2)c(C)n1	28	9	0	-2	-5	11	-4	15
Cc1c(OCC(=O)N2CCC(C(N)=O)CC2)ccc2c1oc(=O)c1ccccc12	-160	-10	1	-2	0	-1	-3	3
COc1cc(C#Cc2c(-c3cncn3C)n(C)c3ccc(Br)cc23)cc(OC)c1	i	0	-1	-11	39	-2	16	0
CCCCCCc1ccc(N2C[C@H](Cc3ccccc3)[C@@H](CC(=O)NCc3ccc(OC)cc3)C2=O)cc1	11	-4	1	-1	21	-4	16	-14
CCOc1c2ccc(C(=O)NC3CCCc4ccccc43)cc2nn1CC (stereo unspecified)	i	-6	-2	-8	5	-13	0	-12
CS(=O)(=O)N1CCN(c2ccccc2NC(=O)Nc2cccc(Cl)c2)CC1	2	-4	0	-10	0	-4	30	8
Clc1ccc(Cc2ccccn2)cc1	18	-7	4	-3	-5	6	20	-4
CC(C)NC(=O)c1ccccc1N(Cc1ccccc1)S(C)(=O)=O	23	-2	2	0	1	-3	0	-3
COc1ccccc1-c1c(C)oc2c(CN3CCN(C)CC3)c(O)ccc2c1=O	-297	-9	0	-3	7	-6	7	0
CC1(C)CNc2cc([N+](=O)[O-])ccc2S1	16	-5	22	-9	8	-8	2	-22
Cc1cc(NC(=S)Nc2ccc(C)c(Cl)c2)n[nH]1	3	-6	3	-1	-3	0	22	-6
CCCCCCc1c(O)nc(SCCN(C)C)[nH]c1=O	9	10	-1	-2	-15	-10	13	-8
Cc1cccc(NC(=O)c2cc([N+](=O)[O-])ccc2Cl)c1O	14	·	1	·	·	-10	8	·
CCc1cccc(OCC(=O)Nc2ccc(C(=O)O)cc2NC(=O)COc2cccc(CC)c2)c1	6	2	3	-1	16	0	-1	3
Cc1cccc(C(=O)OCC(=O)N2CCCCCC2)c1O	-11	16	1	14	7	-1	-6	6
O=C(N1CCCCC1)N1CCN(C(c2ccccc2)c2ccccc2)CC1	8	-10	1	-5	23	-3	-4	-20
N/C(=N\c1nc2c(c(=O)[nH]1)CCCC2)Nc1ccc(Oc2ccccc2)cc1	11	-15	2	-17	-8	-5	-4	-9
COc1cc(-c2nc(C(F)(F)F)c(OC)o2)cc(OC)c1OC	8	2	3	0	0	4	-9	-8
C=CCn1c(O)c(CN2CCCCC2)c(C)c(C#N)c1=O	-105	-11	-10	-11	15	11	6	-5
O=C(CN1CCc2cc3c(cc2C1)OCCCO3)Nc1ccccc1	36	12	-26	5	-8	-4	10	-13
O=c1c2c3nc4ccccc4nc3n(CCN3CCOCC3)c2ncn1CCN1CCOCC1	-239	·	-108	·	·	-3	-12	·
C/C(=N\NC(=O)C1CC1)c1cccs1	2	-3	3	-1	-5	-7	-20	-18
Cc1ccc(C)c(NC(=O)CN(C)C(C)C(=O)N2CCCC2)c1 (stereo unspecified)	12	-1	3	-3	0	0	-3	-4
O=C1N[C@@H](Cc2ccccc2)C(=O)N2[C@@H]1C[C@]1(Br)c3ccccc3N(S(=O)(=O)c3ccccc3)[C@H]21	·	-6	·	-1	8	1	14	5
CC1=CC(C)C(/C=N/N=C(N)N)C(C)C1 (stereo unspecified)	15	5	2	4	-1	-4	-7	-4
COc1ccc2[nH]c3c(c2c1)CCN1C(=O)C(CC(=O)NCCC2=CCCCC2)C[C@H](C(=O)N(C(C)C)C(C)C)[C@@]31C (stereo partly specified)	9	5	4	·	30	3	23	·
Cc1ccccc1NC(=O)/C(C#N)=C/c1ccsc1	3	3	1	5	6	-1	16	0
COc1ccc(NC(=O)CCN2C(=O)[C@@H]3[C@H](C2=O)[C@H]2C=C[C@@H]3C2)cc1	14	-1	4	1	-10	-8	-7	-1
CC(C)(C)C(=O)Nc1ccc(-c2nc3ccccc3c(=O)o2)cc1	-15	68*	0	-1	-19	-1	-28	62*
CC(C)(C)c1ccc(C(=O)NCc2nnc(SCC(=O)NCC3CCCO3)o2)cc1 (stereo unspecified)	3	12	1	-6	-2	0	-2	-14
O=C(CC1CC2CCC1C2)NCc1cccs1 (stereo unspecified)	25	-3	-1	-2	-5	-4	-7	-15
O=C(C1=C[C@H](c2ccc(Br)cc2)C[C@H](OCCCCO)O1)N1CCOCC1	-2	3	-1	-2	2	-1	-8	-13
Cc1csc(SCC(=O)Nc2sccc2C(N)=O)n1	-1	11	-1	2	-4	-4	10	6
Cc1cc(NC(=O)CS(=O)(=O)c2cn(C)c3ccccc23)no1	15	4	-22	6	-9	-3	16	15
